Screening results: PubChem, several laboratories
APP transl inh: inhibitors of APP translation via 5'UTR reporter, primary screen, APP 5'UTR luciferase, SH-SY5Y cells; inhibition, % at 2 µM; actives 0.82% (n = 190,000); AID 1285, 2008; SH-SY5Y APP 5'UTR-luciferase reporter, luminescence;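 active means inhibition above a set limit, derived from the sample mean plus 3 SD, cut at about 45% in these data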; further: values of inactives mirror those of a sister screen read the other way
Diaphorase inh: diaphorase inhibitors and chemical oxidizers, primary screen, counter-screen for diaphorase-coupled primary assays, biochemical, uHTS, resorufin fluorescence; diaphorase resazurin-to-resorufin fluorescence, NADH, 16 min; bacterial (C. kluyveri) enzyme, not human; inhibition, % at 20 µM; actives 0.69% (n = 190,000); AID 1217, 2008;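 active means primary screen inhibition at 20 µM above a set limit, cut at about 50% in these data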;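 further: plate controls were DMSO with full reaction for no effect and wells lacking NADH for full effect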
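Assay system: diaphorase enzyme from Clostridium kluyveri; Input: enzyme working solution with 0.14 U/mL diaphorase; Timing: 16 min at room temperature; Technique: resorufin fluorescence, excitation 544 nm, emission 590 nm; Benchmarks: positive control minus NADH, DMSO neutral control.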
G6PDH counter: L. mesenteroides G6PDH inhibitors, counter-screen for G6PDH-coupled screening assays, biochemical, Leuconostoc mesenteroides enzyme | glucose-6-phosphate dehydrogenase [Leuconostoc mesenteroides] | inhibition, % at 5 µM | actives 0.12% (n = 200,000) | Purified L. mesenteroides G6PDH, diaphorase/resazurin coupled fluorescence, 45 min; in the data active means inhibition above about 50%
STAT3 act: IL-6 driven STAT3 reporter potentiators, primary screen, U3A cells, luciferase, luminescence, MLSCN library. IL-6 STAT3-luciferase reporter; 100% = signal with IL-6 EC80 alone. activation (% of control), % at 5.6 µM. actives 0.91% (n = 190,000);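 active means activation above the screen-wide mean of compound activation plus 3 SD, cut at about 130% in these data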;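 further: 0% = background luminescence of wells with medium and substrate only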
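Assay system – human STAT1-deficient U3A cells with stable STAT3-luciferase reporter · Also added – IL-6 (33 ng/mL) · Schedule – compound 1 h, then IL-6 6 h at 37 °C · Technique – reporter luminescence signal · Evaluation – % activation versus median of IL-6-stimulated wells · Benchmarks – IL-6-only wells as 100% reference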
Hsp70 act: Hsp70 transcriptional activators, primary screen, cell-based, HeLa, Hsp70 promoter luciferase, luminescence, 10 µM. HeLa Hsp70 promoter luciferase reporter; scaled: vehicle 0, proteasome-inhibitor control 100%. activation, % at 10 µM. actives 0.04% (n = 200,000). AID 1203, 2008;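 active means activation above the mean across all tested compounds plus 3 SD, cutoff set per campaign, cut at about 5.5% in these data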;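 further: 100% = MG132 at 30 µM as the positive control and 0% = DMSO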
Diaph act CS: compounds boosting diaphorase resazurin reduction – biochemical, uHTS, resorufin fluorescence, counter-screen for diaphorase-coupled primary assays, primary screen | Diaphorase/resazurin coupled assay, 16 min; stronger effect = higher value; 1 = vehicle wells, 0 = NADH-free wells | activation factor at 20 µM | actives 0.005% (n = 190,000) | AID 1229, 2008;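 active means diaphorase activity raised at least twofold by the compound at 20 µM; inactive means activation factor below 2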
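Material: purified diaphorase enzyme from Clostridium kluyveri / Medium: HEPES pH 7.4 buffer with MgCl2 and Tween 20 / Schedule: enzyme reaction of 16 min at room temperature / Measured by: resorufin fluorescence, excitation 544 nm, emission 590 nm / Evaluation: rise in resorufin formation, marking diaphorase activation or chemical reduction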
STAT1 act: STAT1 signaling activators, primary screen, cell-based, HTS, luciferase reporter. actives 2.6% (n = 200,000). AID 932, 2007. NIH 3T3 STAT1-luciferase reporter, IFN-gamma, luminescence; 100% = IFN-gamma alone, no compound. activation (% of control), % at 5.5 µM;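 active means activation above the screen-wide mean activation plus 3 SD, cut at about 130% in these data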;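 further: raw ratio to IFN-gamma control signal so 100% means no change and 0% no light; values of inactives mirror those of a sister screen read the other way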
STAT3 blocker: IL-6 driven STAT3 reporter inhibitors, primary screen, U3A cells, luciferase, luminescence, MLSCN library; IL-6 STAT3-luciferase reporter; host cell line lacks STAT1; inhibition, % at 5.5 µM; actives 0.89% (n = 190,000); AID 862, 2007;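 active means inhibition above the mean inhibition across all screened compounds plus 3 SD, cut at about 44% in these data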;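 further: 0% = DMSO only wells and 100% = 100 µM nifuroxazide control wells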
TLR4-MyD88 BLA: inhibitors of TLR4-MyD88 association in cells, primary screen, cell-based, HeLa CL3-4, BLA complementation, FRET ratio. HeLa CL3-4 TLR4/MyD88 BLA complementation. inhibition, % at 8.4 µM. actives 0.18% (n = 200,000). AID 861, 2007; in the data active means inhibition above about 25%;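 further: 0% = vehicle and 100% = reference inhibitor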
Target sequence (O00206 whole entry, looked up): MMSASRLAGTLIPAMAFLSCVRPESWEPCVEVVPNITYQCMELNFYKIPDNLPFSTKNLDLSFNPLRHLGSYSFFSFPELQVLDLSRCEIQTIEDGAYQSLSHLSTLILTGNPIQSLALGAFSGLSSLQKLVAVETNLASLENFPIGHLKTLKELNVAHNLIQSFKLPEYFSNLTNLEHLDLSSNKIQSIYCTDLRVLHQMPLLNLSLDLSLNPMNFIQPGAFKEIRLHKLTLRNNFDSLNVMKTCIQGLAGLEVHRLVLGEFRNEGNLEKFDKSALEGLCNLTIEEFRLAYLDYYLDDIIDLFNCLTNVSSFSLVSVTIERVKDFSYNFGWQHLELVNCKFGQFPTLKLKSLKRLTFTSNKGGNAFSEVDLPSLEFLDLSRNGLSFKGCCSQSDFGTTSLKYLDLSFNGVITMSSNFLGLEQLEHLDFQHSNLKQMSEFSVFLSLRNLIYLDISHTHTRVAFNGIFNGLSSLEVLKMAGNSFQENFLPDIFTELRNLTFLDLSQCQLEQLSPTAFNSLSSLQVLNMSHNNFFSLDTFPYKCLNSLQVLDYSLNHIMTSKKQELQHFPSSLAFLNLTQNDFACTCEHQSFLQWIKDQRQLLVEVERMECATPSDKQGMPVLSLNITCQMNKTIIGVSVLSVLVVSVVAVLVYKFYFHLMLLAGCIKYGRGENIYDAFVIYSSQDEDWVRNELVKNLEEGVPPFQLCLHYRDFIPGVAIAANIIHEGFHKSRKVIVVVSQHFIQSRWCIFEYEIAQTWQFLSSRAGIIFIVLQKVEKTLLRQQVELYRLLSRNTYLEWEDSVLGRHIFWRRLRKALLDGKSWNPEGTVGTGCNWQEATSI
Target sequence (Q99836 whole entry, looked up): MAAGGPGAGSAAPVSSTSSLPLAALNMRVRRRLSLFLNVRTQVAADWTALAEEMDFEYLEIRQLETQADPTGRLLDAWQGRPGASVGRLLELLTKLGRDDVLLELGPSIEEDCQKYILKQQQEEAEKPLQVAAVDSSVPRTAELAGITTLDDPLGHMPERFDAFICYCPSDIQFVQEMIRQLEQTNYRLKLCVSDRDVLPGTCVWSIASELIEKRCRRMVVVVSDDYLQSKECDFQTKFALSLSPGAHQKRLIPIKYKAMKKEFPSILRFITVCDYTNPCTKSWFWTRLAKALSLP
STAT1 blocker: STAT1 signaling inhibitors, primary screen, cell-based, HTS, luciferase reporter; NIH 3T3 STAT1-luciferase reporter, IFN-gamma, luminescence; inhibition, % at 5.5 µM; actives 0.35% (n = 200,000); AID 920, 2007;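 active means inhibition above a set limit, the mean inhibition across all tested compounds plus 3 SD, cut at about 34% in these data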;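 further: 0% = IFN-gamma with DMSO and 100% = IFN-gamma with 300 µM nifuroxazide; values of inactives mirror those of a sister screen read the other way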
* hit, by the source's call; / = no result given.

SMILES	APP transl inh	Diaphorase inh	G6PDH counter	STAT3 act	Hsp70 act	Diaph act CS	STAT1 act	STAT3 blocker	TLR4-MyD88 BLA	STAT1 blocker
c1ccc(CC2CCN(C(c3cccs3)c3nnnn3C3CCCC3)CC2)cc1 (centres undefined)	-6.4	9.2	9.2	102.7	-0.3	0.9	96.6	1.1	-12.2	3.7
Cc1ccnc(NS(=O)(=O)c2ccc(NC(=O)C3CCCCC3C(=O)O)cc2)n1 (centres undefined)	-8.2	21.8	0.2	94.2	-0.3	0.8	101.1	10.7	-6.7	-1.2
CC(NC(=O)c1cc(-c2ccc3c(c2)OCO3)nc2ccccc12)C(C)(C)C (centres undefined)	/	11.0	1.1	112.2	-0.3	0.9	92.9	-14.4	-3.4	4.1
COc1ccccc1N1CCN(C(=O)CCNS(=O)(=O)c2ccc(Br)s2)CC1	10.4	6.7	1.6	98.1	-0.3	0.9	105.5	5.9	7.8	-6.0
Cc1nc2ccc(NC(=O)c3ccc4ccccc4n3)cc2s1	-75.7	-7.3	11.4	89.2	-0.1	1.1	134.9*	14.5	9.9	-38.9
Cc1ccc(C(=O)c2coc3ccc(O)c(Cl)c23)cc1	-67.4	22.1	2.4	121.6	0.1	0.8	103.2	-21.7	0.3	-3.5
CCOC(=O)c1c(NC(=S)Nc2ccc(OC)cc2)sc2c1CCC2	-10.1	12.8	-30.3	91.0	-0.2	0.9	109.1	11.6	5.8	-10.1
CCCCC/C=N\NC(=O)Cc1ccc([N+](=O)[O-])cc1	-4.8	1.7	6.4	100.8	-0.4	1	104.4	4.5	3.1	-4.8
CCOC(=O)c1ccc(N2C(=O)CC(Sc3nnc(C)s3)C2=O)cc1 (centres undefined)	-2.1	14.2	-1.2	98.6	0.3	0.9	87.1	3.6	4.5	14.1
CCn1c(SCC(=O)c2cccs2)nnc1-c1cccs1	-22.9	14.0	8.1	101.6	-0.2	0.9	102.2	3.1	-10.3	-2.4
COc1ccc(N2C(=O)C3CCCN3C2c2ccc(Cl)cc2)cc1 (centres undefined)	7.1	18.3	-5.0	96.7	0.0	0.8	103.1	12.4	10.1	-3.4
O=C(N/N=C/c1ccc(OCc2cnc(Cl)s2)cc1)c1ccncc1	6.3	1.4	3.8	91.2	0.7	1	104.0	14.5	-2.5	-5.9
OC(COCCC12CC3CC(CC(C3)C1)C2)CN1CCCCC1 (centres undefined)	-14.4	11.5	6.8	110.5	0.0	0.9	103.0	-6.2	9.2	-3.2
Cc1cc(C)cc(NC(=O)C(OC(=O)c2ccc([N+](=O)[O-])o2)c2ccccc2)c1 (centres undefined)	-3.4	26.8	-5.9	107.5	-0.1	0.7	98.5	-10.9	-8.9	1.7
O=C(Nc1cccc(S(=O)(=O)N2CCCCC2)c1)c1ccc(OCC2CCCO2)cc1 (centres undefined)	-5.9	18.0	0.8	81.4	-0.2	0.8	84.0	24.8	-1.0	15.8
O=C1CC(C(=O)Nc2cccc(F)c2)n2ncnc2N1 (centres undefined)	5.8	-7.0	2.7	98.2	-0.3	1.1	100.9	2.9	-10.6	-0.3
CCOC(=O)CSc1nc(N)c2c3c(sc2n1)CCCC3	-9.1	22.8	1.9	87.0	0.2	0.8	107.4	15.6	-7.5	-13.2
Cn1c(O)c(N=NC(=O)CNC(=O)c2ccco2)c2ccccc21	-2.7	0.2	-3.5	103.5	0.3	1	93.4	-8.8	4.0	7.2
Cc1nc2ccc([N+](=O)[O-])cc2[nH]1	-47.4	4.1	2.5	99.9	0.0	1	95.4	1.7	2.7	3.8
COc1cc(/C=N/NC(=O)c2ccc3ccccc3c2)ccc1Oc1ccc([N+](=O)[O-])cn1	38.9	12.2	-38.1	83.1	-0.2	0.9	101.3	22.8	3.8	-1.4
CC(Oc1ccc(Cl)cc1Cl)C(=O)NCCCN1CCOCC1 (centres undefined)	/	-12.6	-5.1	100.7	-0.1	1.1	96.3	8.0	-22.1	4.0
O=C(CC(C(=O)N1CCc2ccccc21)n1ccnc1)NCC1CCCO1 (centres undefined)	-9.6	8.5	1.3	107.9	-0.2	0.9	89.7	-3.8	11.3	11.3
O=C(COc1ccc(-c2ccccc2)cc1)NN=C1CCCC1	11.4	0.0	-2.6	102.7	-0.1	1	104.6	3.2	-16.3	-4.6
CCn1c(SCC(=O)Nc2ccc(OC)c(OC)c2)nnc1-c1c[nH]c2ccccc12	7.7	2.6	2.4	101.3	-0.1	1	96.9	7.1	-3.6	3.5
Cc1c(NC(=O)CSc2nnc3sc4ccccc4n23)c(=O)n(-c2ccccc2)n1C	21.2	10.7	-19.7	97.9	-0.3	0.9	104.5	5.8	4.4	-4.9
COc1ccc(-n2nc3c(c2NC(=O)C2CCCC2)CS(=O)C3)cc1 (centres undefined)	2.3	13.4	8.8	98.7	0.0	0.9	104.6	10.3	-3.2	-5.1
Cc1ccc(C(=O)NNC(=O)C2CCN(Cc3ccc(Cl)c(Cl)c3)CC2)cc1	6.1	1.2	2.0	90.5	-0.4	1	106.7	17.1	5.7	-7.4
CC(C)OC(=O)CC12CN(C)CC(CC(=O)OC(C)C)(CN(C)C1)C2=O	-33.3	7.0	4.7	105.0	-0.2	0.9	111.2	-1.1	3.9	-12.3
CC1=C(C#N)C(c2ccccc2)C2=C(N1)c1ccccc1C2=O (centres undefined)	77.5*	14.3	6.9	103.4	-0.4	0.9	96.0	-0.1	-3.5	4.4
CCOC(=O)CN1CC23C=CC(O2)C(C(=O)Nc2ccc(C(C)=O)cc2)C3C1=O (centres undefined)	-3.7	13.6	-18.5	97.9	-0.2	0.9	108.4	7.8	2.5	-9.4
Cc1cc(C)n(C(=O)c2c([N+](=O)[O-])c(C)nn2C)n1	-7.9	9.1	6.3	105.6	-0.4	0.9	101.4	-3.9	-4.1	-1.6
O=c1c(-c2ccc(O)cc2O)coc2cc(O)cc(O)c12	-8.5	20.5	7.4	/	-0.1	0.8	91.2	/	6.1	8.4
COCn1c(-c2ccc(OC)cc2)nc2ccccc21	-118.3	-10.2	6.5	97.2	0.2	1.1	128.8*	6.4	-4.2	-33.6
CCOc1ccc(Oc2ccc(Cl)cc2N)cc1	-108.9	13.5	-0.6	106.4	-0.1	0.9	106.5	-2.4	2.9	-5.1
O=C(COC(=O)CCc1nc2ccccc2s1)Nc1cccc(S(=O)(=O)N2CCOCC2)c1	-25.3	5.0	6.8	99.6	-0.2	0.9	100.8	7.9	12.1	-0.9
COc1ccc(S(=O)(=O)NC(CC(=O)NCC2CCCO2)c2ccco2)cc1 (centres undefined)	2.3	7.5	24.9	103.2	0.0	0.9	108.9	-0.8	2.2	-9.8
N#CCCN1CCN(C(CNS(=O)(=O)c2ccc(Cl)cc2)c2ccccc2)CC1 (centres undefined)	7.3	20.2	8.0	108.6	-0.2	0.8	100.8	-4.4	-13.2	-0.9
COc1ccc(CCNC(=O)c2ccc(CNS(=O)(=O)c3cc(C)ccc3C)cc2)cc1OC	-20.2	16.3	0.4	102.0	-0.4	0.8	103.8	-4.1	-8.5	-4.2
COc1ccccc1NC(=S)NNC(=O)c1cc(C)nn1C	-0.1	-1.3	-1.7	97.0	-0.2	1	112.8	10.7	-7.7	-13.9
Cc1ccc(NC(=S)N/N=C2\CCCCC2C)cc1 (centres undefined)	-31.1	16.1	-0.1	102.9	-0.1	0.8	107.1	-4.0	-25.0	-7.4
Cc1nn(CCC(=O)NNC(=S)Nc2ccc(Cl)cc2)c(C)c1[N+](=O)[O-]	-25.4	19.1	5.3	93.4	0.2	0.8	101.8	10.8	7.0	-0.6

Single records, as listed above.
`Cc1ccc(C(=O)c2coc3ccc(O)c(Cl)c23)cc1` in the list: APP transl inh = -67.4; Diaphorase inh = 22.1; G6PDH counter = 2.4; STAT3 act = 121.6; Hsp70 act = 0.1; Diaph act CS = 0.8; STAT1 act = 103.2; STAT3 blocker = -21.7; TLR4-MyD88 BLA = 0.3; STAT1 blocker = -3.5
`O=C(CC(C(=O)N1CCc2ccccc21)n1ccnc1)NCC1CCCO1` (centres undefined) in the list: APP transl inh = -9.6; Diaphorase inh = 8.5; G6PDH counter = 1.3; STAT3 act = 107.9; Hsp70 act = -0.2; Diaph act CS = 0.9; STAT1 act = 89.7; STAT3 blocker = -3.8; TLR4-MyD88 BLA = 11.3; STAT1 blocker = 11.3

Sorted by value in TLR4-MyD88 BLA (smallest number first): four of the compounds above
| Molecule | TLR4-MyD88 BLA |
| --- | --- |
| Cc1ccc(NC(=S)N/N=C2\CCCCC2C)cc1 (centres undefined) | -25.0 |
| N#CCCN1CCN(C(CNS(=O)(=O)c2ccc(Cl)cc2)c2ccccc2)CC1 (centres undefined) | -13.2 |
| COc1ccc(CCNC(=O)c2ccc(CNS(=O)(=O)c3cc(C)ccc3C)cc2)cc1OC | -8.5 |
| Cc1nn(CCC(=O)NNC(=S)Nc2ccc(Cl)cc2)c(C)c1[N+](=O)[O-] | 7.0 |
